TcdB GH inh = blocks C. difficile toxin B glycohydrolase activity; P18177; TcdB glycohydrolase enzymatic assay, plate reader; inhibition, % at 9.99 µM; 350,000 compounds, 0.24% hits; in the data active = inhibition above about 10%
An asterisk follows results filed as active; & = joins results of further samples. A portion of the library; the hit share may differ from the screen's.

| SMILES | TcdB GH inh |
| --- | --- |
| C[C@@H]1CN([C@H](C)CO)C(=O)c2cc(NC(=O)C3CC3)ccc2O[C@H]1CN(C)Cc1ccc(C(F)(F)F)cc1 | 0.5 |
| C[C@@H]1CN([C@@H](C)CO)C(=O)Cc2cc(NS(=O)(=O)c3cccs3)ccc2O[C@@H]1CN(C)Cc1ccc(C(=O)Nc2ccccc2N)cc1 | -0.2 |
| CN(C)C(=O)C[C@H]1CC[C@@H]2[C@@H](COc3ccc(NC(=O)NCc4ccccc4)cc3C(=O)N2C)O1 | -1.9 |
| CN(C)C(=O)C[C@@H]1CC[C@H](NC(=O)C2CCC2)[C@H](CO)O1 | -1.4 |
| C/C=C/c1cnc2c(c1)C(=O)N([C@@H](C)CO)C[C@H](C)[C@H](CN(C)C(=O)NC1CCCC1)O2 | -0.2 |
| C[C@@H]1CN([C@H](C)CO)C(=O)Cc2cc(NC(=O)c3ccncc3)ccc2O[C@@H]1CN(C)Cc1ccc(-c2ccccc2)cc1 | 0.2 |
| COc1ccc(NC(=O)Nc2ccc3c(c2)C(=O)N([C@@H](C)CO)C[C@H](C)[C@H](CN(C)S(=O)(=O)c2ccc(OC)cc2)O3)cc1 | -0.2 |
| Cc1ccc(S(=O)(=O)N(C)C[C@H]2Oc3c(NC(=O)c4cc(C)nn4C)cccc3C(=O)N([C@H](C)CO)C[C@H]2C)cc1 | 0.1 |
| O=C(C[C@@H]1C[C@@H]2c3cc(NC(=O)CC4CC4)ccc3O[C@@H]2[C@H](CO)O1)NCCN1CCCCC1 | 0.7 |
| CC(=O)NC[C@H]1[C@@H](c2ccc(C#C[C@H](C)O)cc2)[C@@H](CO)N1Cc1ccccn1 | 0.8 |
| C[C@@H]1CN([C@@H](C)CO)S(=O)(=O)c2ccc(C#CC3CC3)cc2O[C@@H]1CN(C)C(=O)c1cccnc1 | 0.3 |
| COc1ccc(-c2ccc(C3[C@H]4CNC[C@@H]3N4S(=O)(=O)c3ccc(OC)cc3)cc2)cc1 (stereo partly specified) | 0.1&-8.0 |
| COc1ccc2c3c([nH]c2c1)[C@@H](CO)N(C(=O)c1ccc(F)cc1)CC31CN(Cc2cccnc2)C1 | 1.0 |
| CS(=O)(=O)Nc1ccc2c(c1)[C@H]1C[C@H](CC(=O)N3CCOCC3)O[C@H](CO)[C@H]1O2 | -0.1 |
| C[C@H]1CN([C@@H](C)CO)C(=O)c2cc(NC(=O)CCN3CCOCC3)ccc2O[C@@H]1CN(C)C(=O)Nc1ccc(C(F)(F)F)cc1 | -7.7 |
| COc1ccccc1-c1cn(CC[C@@H]2CC[C@@H](NC(=O)C3CCCC3)[C@H](CO)O2)nn1 | -0.1 |
| C[C@@H]1CN([C@@H](C)CO)C(=O)c2cccc(NS(=O)(=O)c3cccs3)c2O[C@H]1CN(C)Cc1ccc(C(=O)Nc2ccccc2N)cc1 | -1.9 |
| CCN1[C@@H]2c3cccc(=O)n3C[C@@H]2[C@@H](CO)[C@@H]1C(=O)N1CCc2ccccc2C1 | 0.0 |
| CS(=O)(=O)Nc1ccc2c(c1)[C@H]1C[C@@H](CC(=O)NCCc3ccccc3)O[C@@H](CO)[C@H]1O2 | 0.8 |
| O=C(Nc1ccc(F)cc1)N1CC(=O)N2[C@H](CO)[C@@H](c3ccc(C#Cc4ccc(F)cc4)cc3)[C@@H]2C1 | -0.7 |
| O=C(C1CCC1)N1CCCCN2[C@H](CO)[C@H](c3ccc(C#CC4(O)CCCC4)cc3)[C@H]2C1 | -0.2 |
| CCCNC(=O)N(C)C[C@H]1Oc2ncc(-c3ccc(F)cc3)cc2C(=O)N([C@H](C)CO)C[C@@H]1C | -1.7 |
| CN1CCN(C(=O)C[C@@H]2CC[C@H]3[C@@H](COC[C@@H](O)CN3Cc3ccc4c(c3)OCO4)O2)CC1 | -1.7 |
| C[C@H](CO)N1C[C@H](C)[C@H](CN(C)C(=O)CCCN(C)C)OCCCC[C@H](C)Oc2ccc(NC(=O)Nc3ccc(F)cc3)cc2C1=O | -0.4 |
| CN(C)CC(=O)N1[C@@H]2c3cccc(=O)n3C[C@@H]2[C@@H](CO)[C@@H]1C(=O)NCc1ccccc1F | -0.2 |
| COCC(=O)N1CCCCN2[C@@H](CO)[C@@H](c3ccc(-c4ccc(F)cc4)cc3)[C@@H]2C1 | 0.8 |
| CCS(=O)(=O)N[C@@H]1C=C[C@H](CC(=O)NCc2ccc(Cl)cc2)O[C@H]1CO | 0.6 |
| C[C@@H]1CCCCO[C@@H](CN(C)C(=O)NC2CCCCC2)[C@@H](C)CN([C@@H](C)CO)C(=O)c2cc(NC(=O)Cc3ccccc3)ccc2O1 | 0.9 |
| Cc1ccc(S(=O)(=O)N(C)C[C@@H]2Oc3c(NC(=O)C4CCOCC4)cccc3C(=O)N([C@H](C)CO)C[C@@H]2C)cc1 | 0.9 |
| C[C@@H]1CN([C@@H](C)CO)C(=O)c2cc(NS(=O)(=O)c3cccs3)ccc2O[C@@H](C)CCCCO[C@H]1CN(C)Cc1ccc(C(F)(F)F)cc1 | -0.5 |
| CCS(=O)(=O)Nc1ccc2c(c1)C(=O)N(C)C[C@@H](OC)[C@@H](C)CN(C(C)=O)[C@H](C)CO2 | -2.8 |
| CN(C)C(=O)c1ccc(-c2ccc3c(c2)[C@H]2[C@H](CCN2S(=O)(=O)c2cn(C)cn2)[C@@H](CO)N3)cc1 | -5.6 |
| COc1ccccc1S(=O)(=O)N[C@@H]1CC[C@H](CC(=O)NCc2cccc(F)c2)O[C@H]1CO | 0.7 |
| CCCN(C)C[C@H]1OCCCC[C@H](C)Oc2ccc(NS(=O)(=O)c3ccccc3)cc2C(=O)N([C@@H](C)CO)C[C@@H]1C | 1.0 |
| O=C(NCCc1ccncc1)[C@H]1[C@H](CO)[C@H]2Cn3c(ccc(-c4ccccc4)c3=O)[C@@H]1N2 | 0.3 |
| CC(C)C#Cc1cnc2c(c1)C(=O)N([C@H](C)CO)C[C@@H](C)[C@H](CN(C)S(=O)(=O)c1cn(C)cn1)O2 | 0.2 |
| C[C@@H]1CN([C@H](C)CO)S(=O)(=O)c2ccc(C#Cc3ccccc3)cc2O[C@@H]1CN(C)C(=O)C1CC1 | 2.0 |
| C[C@H](CO)N1C[C@H](C)[C@@H](CN(C)C(=O)Nc2cccc3ccccc23)OCCCC[C@H](C)Oc2ccc(NC(=O)c3ccncc3)cc2C1=O | 1.4 |
| COc1ccc(S(=O)(=O)Nc2ccc3c(c2)C(=O)N([C@@H](C)CO)C[C@@H](C)[C@H](CN(C)S(=O)(=O)c2ccccc2)OCCCC[C@@H](C)O3)cc1 | -1.1 |
| C[C@@H]1CN([C@H](C)CO)C(=O)c2cc(NC(=O)Nc3ccc4c(c3)OCO4)ccc2O[C@@H]1CN(C)Cc1ccncc1 | -4.7 |
| O=C(c1cccc(F)c1)N1CCCCN2[C@H](C1)[C@H](c1ccc(-c3ccncc3)cc1)[C@@H]2CO | 0.4 |
| O=C(CC1CC1)N1CC(=O)N2[C@@H](CO)[C@@H](c3ccc(-c4cccnc4)cc3)[C@@H]2C1 | 0.4 |
| COc1cccc(C(=O)Nc2ccc3c(c2)OC[C@H](C)N(CCc2ccccc2)C[C@@H](C)[C@H](OC)CN(C)C3=O)c1 | 0.5 |
| O=C(C[C@H]1CC[C@H]2[C@@H](COC[C@@H](O)CN2C(=O)c2ccncc2)O1)NC1CCC1 | -0.3 |
| O=C(NCC[C@@H]1CC[C@@H](NC(=O)C2CCCC2)[C@H](CO)O1)c1cc(Cl)cc(Cl)c1 | -0.9 |
| O=C1O[C@@H](c2ccccc2)[C@@H](c2ccccc2)N2[C@@H](c3ccc(O)cc3)[C@]3(C(=O)Nc4ccc(C#CC5(O)CCCCCC5)cc43)[C@@H](C(=O)NC[C@H](O)c3ccccc3)[C@H]12 | -5.1 |
| C[C@H](CO)N1C[C@H](C)[C@H](CN(C)C(=O)C2CCOCC2)Oc2ncc(/C=C/c3ccccc3)cc2C1=O | 0.6 |
| O=C(C[C@H]1C=C[C@H](NC(=O)C2CCC2)[C@H](CO)O1)NCC1CC1 | -0.8 |
| C[C@H]1CN([C@@H](C)CO)C(=O)c2cccc(NS(=O)(=O)c3cn(C)cn3)c2O[C@@H]1CN(C)Cc1ccc2c(c1)OCO2 | -0.6 |
| C[C@H](CO)N1C[C@H](C)[C@@H](CN(C)Cc2ccc(C(=O)O)cc2)Oc2c(NC(=O)Nc3ccc4c(c3)OCO4)cccc2C1=O | -1.8 |

More records follow.
| SMILES | TcdB GH inh |
| --- | --- |
| CO[C@@H]1CN(C)C(=O)c2ccc(NS(=O)(=O)c3ccccc3)cc2OC[C@H](C)NC[C@H]1C | -1.4 |
| C[C@@H]1CN([C@H](C)CO)C(=O)c2cc(C#CCN(C)C)cnc2O[C@@H]1CN(C)Cc1ccccn1 | -0.8 |
| C[C@@H]1CN([C@@H](C)CO)C(=O)c2cc(NS(=O)(=O)c3ccccc3)ccc2O[C@@H]1CN(C)S(=O)(=O)c1cn(C)cn1 | -0.3 |
| COc1ccc(-c2ccc3n(c2=O)C[C@H]2[C@H](CO)[C@@H](C(=O)N4CCOCC4)N[C@@H]32)cc1 | -0.5 |
| O=C(NC[C@H]1N[C@H](CO)[C@@H]1c1ccc(C2=CCCC2)cc1)c1ccccc1 | 0.3 |
| CC=Cc1ccc2n(c1=O)C[C@@H]1[C@@H](CO)[C@H](C(=O)NCCC)[C@H]2N1Cc1ccccc1OC (mixture of isomers) | -0.5 |
| Cc1cccc(-c2ccc([C@@H]3[C@H](CO)N4C(=O)CN(C(=O)c5ccccc5)C[C@@H]34)cc2)c1 | -0.8 |
| Cc1ccccc1S(=O)(=O)N1[C@@H](C#N)[C@@H](c2ccc(C#CC3CCCC3)cc2)[C@@H]1CO | -1.4 |
| CNC[C@@H]1Oc2ccc(NC(=O)C3CC3)cc2CC(=O)N([C@@H](C)CO)C[C@H]1C | -0.4 |
| COc1ccc(NC(=O)Nc2ccc3c(c2)CC(=O)N([C@@H](C)CO)C[C@H](C)[C@H](CN(C)C(=O)Nc2ccc(OC)cc2)O3)cc1 | -1.4 |
| O=C(NCC[C@@H]1CC[C@H](NS(=O)(=O)c2ccc(Oc3ccccc3)cc2)[C@@H](CO)O1)C1CC1 | -0.3 |
| C[C@H]1CN([C@@H](C)CO)C(=O)c2cc(-c3ccccc3F)cnc2O[C@H]1CN(C)C | -1.5 |
| C[C@H]1CN([C@@H](C)CO)C(=O)Cc2cc(NS(=O)(=O)c3ccccc3)ccc2O[C@H]1CN(C)S(=O)(=O)c1cn(C)cn1 | 0.9 |
| O=C(C[C@@H]1CC[C@@H]2[C@H](COC[C@@H](O)CN2S(=O)(=O)c2ccc(F)cc2)O1)NCCN1CCCCC1 | -7.5 |
| C[C@H](CO)N1C[C@H](C)[C@H](CN(C)Cc2ccc(C(=O)O)cc2)Oc2ccc(NS(=O)(=O)c3ccccc3)cc2CC1=O | -1.1 |
| COCCNC(=O)C[C@H]1C[C@@H]2c3cc(NC(=O)CC4CC4)ccc3O[C@@H]2[C@@H](CO)O1 | 0.0 |
| CC(C)C#Cc1ccc([C@H]2[C@H](CO)N3CCCCN(C(=O)NC(C)C)C[C@@H]23)cc1 | 0.6 |
| C[C@@H]1CCCCO[C@H](CN(C)S(=O)(=O)c2ccccc2)[C@H](C)CN([C@@H](C)CO)C(=O)c2cc(NC(=O)Cc3ccccc3)ccc2O1 | -0.6 |
| CN(C)CC(=O)N1CCCCN2[C@H](CO)[C@@H](c3ccc(-c4cccnc4)cc3)[C@@H]2C1 | -1.0 |
| O=C(C[C@@H]1CC[C@@H]2[C@H](COC[C@@H](O)CN2C(=O)Nc2cccc(Cl)c2)O1)NCc1ccccc1F | 0.4 |
| C[C@H](CO)N1C[C@H](C)[C@H](CN(C)Cc2ccc(-c3ccccc3)cc2)Oc2c(NS(C)(=O)=O)cccc2C1=O | 0.6 |
| C[C@@H]1CN([C@@H](C)CO)C(=O)c2cc(-c3cncnc3)cnc2O[C@H]1CN(C)C(=O)Nc1ccc2c(c1)OCO2 | 0.7 |
| CCN1CC(=O)N2[C@H](C1)[C@@H](c1ccc(Br)cc1)[C@@H]2CO | 0.0 |
| CO[C@H](CN(C)S(=O)(=O)c1ccc(C)cc1)[C@H](C)CN([C@@H](C)CO)S(=O)(=O)c1cccc(Cl)c1 | 0.9 |
| O=C(Nc1ccccc1F)N[C@H]1CC[C@H](CCNC(=O)C2CCOCC2)O[C@H]1CO | -0.9 |
| Cc1noc(C)c1NC(=O)Nc1ccc2c(c1)C(=O)N([C@@H](C)CO)C[C@H](C)[C@@H](CN(C)C(=O)Nc1ccc(C(F)(F)F)cc1)OCCCC[C@@H](C)O2 | 1.3 |
| Cc1noc(C)c1S(=O)(=O)Nc1ccc2c(c1)C(=O)N([C@H](C)CO)C[C@@H](C)[C@@H](CN(C)C(=O)c1ccccc1)OCCCC[C@H](C)O2 | -5.6 |
| C[C@H](CO)N1C[C@H](C)[C@@H](CN(C)C(=O)Nc2ccc3c(c2)OCO3)Oc2c(NS(=O)(=O)c3cccs3)cccc2C1=O | 0.2 |
| COc1ccc(NC(=O)N(C)C[C@@H]2OCCCC[C@H](C)Oc3ccc(NC(=O)Cc4ccccc4)cc3C(=O)N([C@@H](C)CO)C[C@@H]2C)cc1 | -0.3 |

Seven structures out of the list, arranged by number of heavy atoms, lowest first:
| SMILES | TcdB GH inh |
| --- | --- |
| CCN1CC(=O)N2[C@H](C1)[C@@H](c1ccc(Br)cc1)[C@@H]2CO | 0.0 |
| O=C(Nc1ccccc1F)N[C@H]1CC[C@H](CCNC(=O)C2CCOCC2)O[C@H]1CO | -0.9 |
| CO[C@H](CN(C)S(=O)(=O)c1ccc(C)cc1)[C@H](C)CN([C@@H](C)CO)S(=O)(=O)c1cccc(Cl)c1 | 0.9 |
| O=C(C[C@@H]1CC[C@@H]2[C@H](COC[C@@H](O)CN2C(=O)Nc2cccc(Cl)c2)O1)NCc1ccccc1F | 0.4 |
| C[C@H](CO)N1C[C@H](C)[C@@H](CN(C)C(=O)Nc2ccc3c(c2)OCO3)Oc2c(NS(=O)(=O)c3cccs3)cccc2C1=O | 0.2 |
| Cc1noc(C)c1S(=O)(=O)Nc1ccc2c(c1)C(=O)N([C@H](C)CO)C[C@@H](C)[C@@H](CN(C)C(=O)c1ccccc1)OCCCC[C@H](C)O2 | -5.6 |
| COc1ccc(NC(=O)N(C)C[C@@H]2OCCCC[C@H](C)Oc3ccc(NC(=O)Cc4ccccc4)cc3C(=O)N([C@@H](C)CO)C[C@@H]2C)cc1 | -0.3 |
